bCat KO growth: beta-catenin-lacking colon tumor cell growth suppression | HCT116 beta-catenin knockout viability, CellTiter-Glo, 60 h; active compounds read low | viability, % at 10 µM | actives 1.5% (n = 140,000);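 active = viability at or under a set limit, the compound median less 4 SD, cut at about 6% in these data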;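 note: 0% = Hyamine 1622 control at 20 µM and 100% = untreated cell control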
Phagocyt inh: blocks phagocytosis by macrophages | J774A.1 macrophage IgG-bead phagocytosis, imaging | inhibition, % at 5 µM | actives 0.07% (n = 110,000) | AID 1029;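 active = inhibition above the mean of the plate negative controls plus 5 SD, cut at about 13% in these data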;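 note: phagocytic index as fraction of beads internalized from green versus red external bead signal; plate controls were DMSO negative control for no effect and cytochalasin-D positive control for full effect; some results beyond the cut were filed as inactive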
Measles CPE: protection of cells from measles virus; Measles virus-infected cells, CPE protection, absorbance; protection (pct of control), % at 4 µM; actives 1.5% (n = 140,000); AID 841; in the data active = protection mostly above about 24%, no sharp cut-off; inactive = mostly below about 26%; note: some compounds called inactive have numbers as strong as hits
BB579 growth dn: reduces growth of yeast BB579 in restrictive medium; inhibition, % at 10 µM; S. cerevisiae BB579 growth, OD615, 48 h; actives 0.51% (n = 140,000);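 active = inhibition above a set limit, 3 SD over the mean compound inhibition, cut at about 44% in these data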; note: inactives centre near -24
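test system = yeast BB579 (DeaD) | buffer or medium = restrictive CSMM-D medium | doses = single compound dose of 10 µM, 0.25% DMSO final | times = 4 h preincubation and 48 h exposure at 30 °C | technique = culture absorbance at 615 nm | benchmarks = amphotericin B 10 µg/mL, positive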
NPY-Y2 antag: antagonists of human neuropeptide Y receptor Y2; AID 793; NPY-Y2 expressing cells, antagonist mode; actives 0.99% (n = 140,000); inhibition, % at 2.7 µM; P49146; in the data active = inhibition above about 17%;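 note: 0% = vehicle with agonist challenge and 100% = reference antagonist with challenge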
Target sequence (P49146 whole entry, looked up): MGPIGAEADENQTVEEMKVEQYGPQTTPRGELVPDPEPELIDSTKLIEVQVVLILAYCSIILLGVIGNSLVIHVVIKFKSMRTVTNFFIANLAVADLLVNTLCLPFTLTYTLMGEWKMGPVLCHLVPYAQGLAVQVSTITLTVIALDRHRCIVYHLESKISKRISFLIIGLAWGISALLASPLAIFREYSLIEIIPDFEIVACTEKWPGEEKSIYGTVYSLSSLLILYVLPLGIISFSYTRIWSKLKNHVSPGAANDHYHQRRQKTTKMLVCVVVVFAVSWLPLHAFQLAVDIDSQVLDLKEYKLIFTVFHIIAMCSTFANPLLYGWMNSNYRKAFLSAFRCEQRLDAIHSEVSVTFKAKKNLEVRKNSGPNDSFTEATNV
MRP1 act: activates MRP-1; H69AR cells + doxorubicin, viability rescue, CellTiter-Glo; viability increase, % at 10 µM; actives 0.61% (n = 140,000); AID 799;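 active = viability gain under doxorubicin at or above a set limit, the compound median plus 3 SD, cut at about 4.7% in these data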;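 note: MRP-1 overexpressing cells given doxorubicin 25 µM after compound pretreatment; 18-22 h compound pretreatment then 72 h with doxorubicin before readout; 0% = doxorubicin-only wells and 100% = vehicle-treated cells without doxorubicin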
PTEN del growth: PTEN-deleted cell growth suppression | HCT116 PTEN-null viability, CellTiter-Glo, 60 h; active compounds read low | viability, % at 10 µM | actives 1.2% (n = 140,000);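 active = viability at or below a set limit, 4 SD under the median of all tested compounds, cut at about 3.7% in these data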;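 note: PTEN knockout HCT116 line with beta catenin targeted HCT116 as companion control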
GALR2 antag: blocks the human galanin receptor 2; actives 0.39% (n = 140,000); inhibition, % at 4 µM; O43603; GALR2-expressing cells, antagonist mode; in the data active = inhibition above about 27%;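 note: cells stimulated with galanin 1-16 at roughly its EC80; 0% = agonist challenge control and 100% = basal control without agonist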
Target sequence (O43603 whole entry, looked up): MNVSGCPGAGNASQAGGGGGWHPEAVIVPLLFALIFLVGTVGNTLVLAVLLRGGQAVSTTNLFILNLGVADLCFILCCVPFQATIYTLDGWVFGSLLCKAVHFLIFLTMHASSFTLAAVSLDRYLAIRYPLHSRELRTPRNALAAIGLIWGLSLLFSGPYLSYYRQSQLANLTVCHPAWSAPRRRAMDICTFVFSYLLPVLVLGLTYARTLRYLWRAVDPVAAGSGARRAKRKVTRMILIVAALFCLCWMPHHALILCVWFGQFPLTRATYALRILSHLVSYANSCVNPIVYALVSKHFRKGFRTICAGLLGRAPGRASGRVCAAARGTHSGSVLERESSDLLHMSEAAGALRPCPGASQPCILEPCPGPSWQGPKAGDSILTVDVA
Yeast life ext: yeast lifespan extension. S. cerevisiae growth with nicotinamide, OD615; deaD strain in restrictive glucose medium. inhibition of the nicotinamide effect, % at 10 µM. actives 0.68% (n = 130,000). AID 775;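 active = inhibition above a set limit, placed 3 SD over the median of all compounds, cut at about 26% in these data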;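 note: 0% = nicotinamide-treated wells and 100% = cells grown without nicotinamide; some compounds called inactive have numbers as strong as hits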
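Measured by: optical density (absorbance) at 615 nm; System: modified budding yeast, DeaD strain; Medium: restrictive CSMM-D dextrose medium; Timing: 4 h preincubation then 48 h treatment at 30 °C.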
E-sel TNF inh: blocks E-selectin expression induced by TNF alpha. HUVEC TNFa-induced E-selectin immunofluorescence, high content. inhibition, % at 2 µM. actives 0.71% (n = 120,000). AID 1246;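 active = inhibition above the batch mean plus 3 SD, and confirmed as a hit on visual image review, cut at about 43% in these data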;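 note: 0% = TNF-stimulated DMSO wells and 100% = unstimulated control wells; not every result past the cut was called active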
Numbers without * were called inactive; / = no result given; & = joins results of further samples.

structure,bCat KO growth,Phagocyt inh,Measles CPE,BB579 growth dn,NPY-Y2 antag,MRP1 act,PTEN del growth,GALR2 antag,Yeast life ext,E-sel TNF inh
Cn1c(COc2ccc(Cl)cc2)nnc1SCc1ncc(-c2ccccc2)o1,93,0,12,-23,8,4.1,73,-9,-9,-33
CCCCOc1ccc(C(C)(O)CCN2CCOCC2)cc1 (configuration not stated),90,-1,-1,-16,2,-0.3,90,7,-14,/
Cc1ccc(NC(=S)NCCSc2ccc(Cl)cc2)c(C)c1,92,13,10,43,2,-2.7,108,-8,1,/
CCOC(=O)c1cnc2ccc(Cl)cc2c1N1CCN(C)CC1,86,2,4,-7,4,-1.4,76,-1,-12,12
N#CC1=C(N)OC2=C(CN(Cc3ccccc3)C/C2=C\c2cccnc2)C1c1cccnc1 (configuration not stated),71,0,12,-47,0,-2.0,77,-7,-11,-17
CN(C)S(=O)(=O)Nc1ccc2c(c1)OCO2,92,0,19,-47,/,-1.8,88,/,2,/
O=C(/C=C/c1ccccc1)c1ccccc1O,84,/,20,-1,3,-4.1,83,8,4,-2
O=C1Nc2ccc(Br)cc2/C1=N/N=C/C1=C(N2CCOCC2)C(=C\c2ccccc2)/CC1,36,-1,1,-28,-3,-2.4,18,11,5,2
COc1ccc(Cn2ccnc2)cc1Br,96,-2,13,-20,6,-2.8,102,-12,0,28
COc1cc(C(=O)NC2CC3CCCC(C2)N3C2CC2)cc(OC)c1OC (configuration not stated),98,-2,9,-27,0,0.8,107,3,-5,-22
O=C1CC(=O)N(Cc2cccs2)C(=O)N1,95,-1,34,-2,-1,-0.7,93,0,-1,3
COc1ccc(CNc2ncnc3cc(OC)c(OC)cc23)cc1,102,0,5,-42,3,-4.7,107,13,1,21
CC12C(=O)N(NC(=O)c3ccncc3)C(=O)C1C1C=CC2C1 (configuration not stated),94,-13,19,2,0,0.6,104,7,-3,/
Cc1cccc2sc(NC(=O)CCNS(=O)(=O)c3cccs3)nc12,88,-1,7,-41,0,-2.6,78,7,-17,7
CCCCNc1nc(N)nc(-c2cc(Cl)ccc2O)n1,8,2,11,8,-1,0.5,6,-8,-1,/
O=C(CC12CC3CC(CC(C3)C1)C2)NCc1ccncc1,73,0,4,0,1,-0.6,87,-7,-6,/
CCOc1cc(/C=N\NC(=O)c2ccc(C)nc2)cc([N+](=O)[O-])c1O,90,-1,12,-38,4,-0.6,95,0,-5,1
C=CCSc1nc(-c2ccc3c(c2)OCO3)cc(C(F)(F)F)c1C#N,88,/,8,-21,0,-1.9,79,8,-4,-10
CC(Sc1ccc(Cl)cc1)C(=O)NCc1cccnc1 (configuration not stated),99,-1,11,-56,0,0.3,107,20,4,-65
CC1CC(C)CN(CCOCCSc2ccccc2)C1 (configuration not stated),57,2,7,-19,9,-3.7,64,4,0,-17
CC(/C=N/NC(=O)Cc1cccs1)=C\c1ccccc1,62,-1,4,-62,2,-0.5,63,-6,4,13
COC(=O)C1CSC(C(=O)OC)N1C(=O)Nc1ccccc1 (configuration not stated),103,/,2,-22,2,-0.7,101,5,-20,15
O=C1/C(=C/c2ccc(O)cc2)SC(=S)N1Cc1cccnc1,94,6,6,-41,1,-0.5,92,9,5,12
Cn1c(=O)c2c(nc(-n3ccnc3)n2Cc2ccccc2)n(C)c1=O,100,3,19,-59,5,-3.8,112,2,-5,9
O=C(O)CCCNC(=O)c1cccc(C(=O)NCCCC(=O)O)n1,104,-4,11,-28,-1,-1.2,99,3,6,-4
COc1ccccc1OCCCn1cc(C#N)c2ccccc21,61,0,3,-35,9,-0.8,60,-4,-28,0
FC(F)(F)c1cc(-c2cccs2)n[nH]1,100,-2,8,5,1,0.3,95,-9,-13,9
O=C(CSc1nnc(CNC(=O)C23CC4CC(CC(C4)C2)C3)n1-c1ccccc1)Nc1ccc(F)cc1,85,-6,22,-43,2,0.0,82,-2,8,-4
CC1CCc2nn(CC(=O)N3CCN(C(=O)c4ccco4)CC3)cc2C1 (configuration not stated),88,/,6,-24,2,-3.1,95,9,0,/
O=C(c1c(O)c2ccccc2oc1=O)C1CCC1,106,-2,10,17,5,-2.4,101,3,-13,/
O=C(CSc1nnnn1-c1ccccc1)CC(=O)Nc1ccc(Cl)cc1,84,-1,5,-49,2,0.9,82,-2,-6,0
Nc1c(C(=O)NCCc2ccc(Cl)cc2)sc2ccc(S(=O)(=O)N3CCCCC3)cc12,48,/,5,-22,1,-2.4,58,-14,-3,/
O=P(OCC1CC1)(c1ccccc1)c1ccccc1,100,-7,5,-28,3,-0.7,106,2,-1,/
CC(=O)c1cccc(NC(=O)COc2nsnc2N2CCOCC2)c1,92,-2,13,-28,1,-1.8,91,3,-5,-5
Cc1nc2nc(CSc3nc4ccccc4s3)cc(=O)n2[nH]1,106,0,18,-15,14,-1.6,98,-7,-13,/
Cc1ccc(CCN2CC(C(=O)NCCCN3CCN(C)CC3)CC2=O)cc1 (configuration not stated),108,0,10,15,2,-0.4,115,-11,-6,3
O=C(c1ccco1)N(CCC(c1ccccc1)c1ccco1)Cc1ccc(F)cc1 (configuration not stated),62,/,37*,-23,6,-0.9,62,-7,-6,-13
Cc1ccc(CNn2cnnc2SCc2ccc(F)cc2)cc1,88,/,19,-26,3,-3.1,84,9,/,3
O=C(c1ccc(C(F)(F)F)cc1)N1CCC(=O)N(C(COCc2ccccc2)Cc2ccccc2)CC1 (configuration not stated),81,/,3,-29,5,-2.9,68,3,14,/
CCOC(=O)c1cccc(NC(=O)CCS(=O)(=O)c2cccs2)c1,82,-1,6,-24,5,-2.2,83,0,1,0
O=C1CCC(C(=O)OCC(=O)C23CC4CC(CC(C4)C2)C3)N1 (configuration not stated),91,0,10,-11,0,-0.9,93,-9,-3,/
COCc1[nH][nH]c(=O)c1C=Nc1ccc(Oc2ccccc2)cc1,96,-1,36,-88,4,-1.6,101,-12,3,14
COC(=O)C(Cc1c[nH]c2ccccc12)NC(=O)C(C)C (configuration not stated),94,9,8,-44,4,-0.6,97,10,-4,11
COc1ccc(CCNC(=O)CCn2c(=O)[nH]c3cc(OC)c(OC)cc3c2=O)cc1OC,102,/,2,-13,4,-1.9,96,-7,-9,-6
COc1ccc(Cl)cc1C(=O)Nn1c(-c2cccs2)nc2ccccc2c1=O,64,3,7,-16,4,-2.4,59,2,8,7
CC(=O)Oc1ccccc1C1=NN(C(=O)/C=C/c2ccccc2)C(c2ccccc2)C1 (configuration not stated),49,-12,25,-12,8,-0.4,45,-5,1,/
CNCCCOc1ccc(C(C)(C)c2ccccc2)cc1,37,0,4,-23,5,-2.3,54,-8,-8,/
O=C(NCCOC(=O)c1ccccc1C(=O)OCCNC(=O)c1cccnc1)c1cccnc1,98,0,18,-40,-3,0.1,109,-9,0,6
COc1cccc2cc(-c3nnc(SCC(=O)NCCc4ccccc4)n3C)oc12,105,0,23,-12,1,0.2,98&98,6,-12,11
CCCCc1nc2ccccc2n1CC(=O)NN,88,-13,6,-54,1,-0.7,101,-2,5,/
NC(=O)[C@@H]1CCOc2c(F)cc([N+](=O)[O-])cc2C(=O)N[C@@H](CO)C(=O)NCC(=O)N1,98,/,9,-19,1,-0.8,94,5,4,-20
CCOC(=O)c1c(NC(=O)CN2CCOCC2)sc2c1CC(C)(C)OC2,95,0,13,-21,3,-1.4,97,-8,-2,/
Cc1ccc(NC(=O)CCSc2nc(C)cc(C)n2)cc1,107,-1,7,-45,0,2.5,115,-12,-2,13
CCOc1cccc(C(=O)NC(=S)Nc2ccc(N3CCCC3)cc2)c1,85,0,23,-83,2,-1.5,94,-11,-9,53*
Cc1nnc2sc(-c3ccccn3)nn12,95,-2,3,-8,1,-0.6,104,5,-8,-23
CNc1ccc(/C=C2\COc3ccccc3C2=O)cc1[N+](=O)[O-],89,-1,1,-47,-2,-4.5,76,-13,-10,11
CCOc1ccc(CN2CCC(C(=O)N3CCN(c4ccccc4F)CC3)CC2)cc1OC,76,0,19,8,4,-0.1,74,-2,-8,/
CC1CCC(C(C)C)C(OC(=O)C[n+]2cccc(C(N)=O)c2)C1 (configuration not stated),99,-2,3,-13,-1,0.4,101,0,14,-35
O=C(Nc1cccc(Cl)c1)N1CCN2C(=O)c3ccccc3C12c1ccccc1 (configuration not stated),80,/,5,1,1,-3.6,61,5,-4,/
COCCNC(=O)CSc1nc(N)c(NC(=O)c2ccccc2F)c(=O)[nH]1,99,-3,5,-17,1,-0.8,107,4,1,/

Continuation.
structure,bCat KO growth,Phagocyt inh,Measles CPE,BB579 growth dn,NPY-Y2 antag,MRP1 act,PTEN del growth,GALR2 antag,Yeast life ext,E-sel TNF inh
O=C(O)CCn1ccnc1-c1ccccc1,96,-2,5,-36,0,-0.1,95,-13,-10,/
CC(NC(=O)COC(=O)CCNC(=O)c1ccco1)C12CC3CC(CC(C3)C1)C2 (configuration not stated),100,-1,10,-9,4,0.0,100,-5,-8,/
O=C(COC(=O)/C=C/C(=O)OCC(=O)NC12CC3CC(CC(C3)C1)C2)NC12CC3CC(CC(C3)C1)C2,88,/,10,-48,0,-1.3,92,-10,1,24
CC(C)(C)C1CCC(OCC(O)CN2CCN(c3ccccc3)CC2)CC1 (configuration not stated),58,-1,1,8,5,-1.6,58,-7,-39,38
O=C1CC(C(=O)Nc2ccc(Cl)cc2[N+](=O)[O-])C2(CCCCC2)O1 (configuration not stated),100,2,9,-23,2,-1.4,100,2,1,/
CCOC(=O)Cc1csc(NC(=O)C(C)(C)C)n1,96,/,23,-84,3,-0.2,96,11,-12,-28
Cc1ccc(/C=C2\SC(=S)N(CCCC(=O)Nc3ccccn3)C2=O)cc1,59,/,8,-51,-1,6.8*,62,-9,4,11
Cc1cc(C)nc(SCc2nnc(SCC(=O)NCc3ccco3)n2-c2ccccc2)n1,95,-1,16,-41,-2,-1.7,102,-13,-11,-7
Cc1nc(N2CCC(C)CC2)c2c(C)c(C(=O)O)sc2n1,98,-2,7,-27,-1,-3.6,94,-10,-2,-4
CC(C)C[C@H](NC(=O)OC(C)(C)C)C(=O)N1CCC(C(=O)O)CC1,99,/,0,-38,3,-0.5,90,16,-6,-42
CC1CCCCN1C(=O)c1cc2nc(-c3ccccc3)cc(-c3ccccc3)n2n1 (configuration not stated),55,/,11,-29,3,1.7,56,-2,/,0

Ordered by heavy-atom count (rising): part of the list above.
structure,bCat KO growth,Phagocyt inh,Measles CPE,BB579 growth dn,NPY-Y2 antag,MRP1 act,PTEN del growth,GALR2 antag,Yeast life ext,E-sel TNF inh
CCOC(=O)Cc1csc(NC(=O)C(C)(C)C)n1,96,/,23,-84,3,-0.2,96,11,-12,-28
Cc1nc(N2CCC(C)CC2)c2c(C)c(C(=O)O)sc2n1,98,-2,7,-27,-1,-3.6,94,-10,-2,-4
CC(C)C[C@H](NC(=O)OC(C)(C)C)C(=O)N1CCC(C(=O)O)CC1,99,/,0,-38,3,-0.5,90,16,-6,-42
